SKN-1 inh – suppressors of acrylamide-induced Pgst-4::GFP reporter in worms, primary screen, SKN-1 inhibitor project, whole organism, uHTS, GFP/RFP fluorescence ratio, strain VP596. C. elegans VP596 Pgst-4::GFP/RFP ratio, 24 h. inhibition, % at 21.8 µM. 0.49% of 360,000 active;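 active means interference check ratio from 0.5 to 1.5 plus GFP to RFP signal ratio inhibition reaching or exceeding a fixed threshold, cut at about 30% in these data, passing the limit was not always enough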; further: some compounds called inactive have numbers as strong as hits
MT1-MMP act inh – blockers of MT1-MMP proenzyme processing, primary screen, HT1080 RFP-PRO-GFP cells, GFP/RFP fluorescence; Matrix metalloproteinase-14 (Homo sapiens), P50281; GFP/RFP ratio fluorescence, overnight; percent of plate control window, DMSO zero; GFP/RFP ratio change, % at 20 µM; 0.061% of 360,000 active;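 active means GFP/RFP ratio change of at least 30% with cell ATP level not reduced by more than half and red fluorescence within 50% of control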; further: strong numbers were not always called active
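Assay system: RFP-PRO-GFP reporter HT1080 cells; read-out basis: GFP/RFP fluorescence ratio; benchmarks: DMSO wells and RFP-L50D-GFP cells; doses: 20 µM single dose, 1% DMSO; schedule: overnight cell settling, then overnight compound exposure, 37 °C, 5% CO2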
Neddyl block – inhibitors of cullin neddylation, primary screen, biochemical, TR-FRET, uHTS, NAE and Ubc12; calls only at 25 µM; NEDD8-conjugating enzyme Ubc12 (Homo sapiens) + NEDD8-activating enzyme E1 regulatory …; 0.58% of 360,000 active; in the data active means inhibition above about 36%
CendR NRP1 mod – modulators of CendR peptide binding to NRP-1, primary screen, biochemical, fluorescence polarization, uHTS; Neuropilin-1 (Homo sapiens), O14786; 0.85% of 360,000 active; inhibition, % at 25 µM; FAM-RPARPAR peptide binding to NRP-1;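 active means inhibition or corrected inhibition above about 18%, plus a signal ratio from 0.5 to 1.5, limit read from the data, passing the limit was not always enough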; further: strong numbers were not always called active
Target sequence (O14786 whole entry, looked up): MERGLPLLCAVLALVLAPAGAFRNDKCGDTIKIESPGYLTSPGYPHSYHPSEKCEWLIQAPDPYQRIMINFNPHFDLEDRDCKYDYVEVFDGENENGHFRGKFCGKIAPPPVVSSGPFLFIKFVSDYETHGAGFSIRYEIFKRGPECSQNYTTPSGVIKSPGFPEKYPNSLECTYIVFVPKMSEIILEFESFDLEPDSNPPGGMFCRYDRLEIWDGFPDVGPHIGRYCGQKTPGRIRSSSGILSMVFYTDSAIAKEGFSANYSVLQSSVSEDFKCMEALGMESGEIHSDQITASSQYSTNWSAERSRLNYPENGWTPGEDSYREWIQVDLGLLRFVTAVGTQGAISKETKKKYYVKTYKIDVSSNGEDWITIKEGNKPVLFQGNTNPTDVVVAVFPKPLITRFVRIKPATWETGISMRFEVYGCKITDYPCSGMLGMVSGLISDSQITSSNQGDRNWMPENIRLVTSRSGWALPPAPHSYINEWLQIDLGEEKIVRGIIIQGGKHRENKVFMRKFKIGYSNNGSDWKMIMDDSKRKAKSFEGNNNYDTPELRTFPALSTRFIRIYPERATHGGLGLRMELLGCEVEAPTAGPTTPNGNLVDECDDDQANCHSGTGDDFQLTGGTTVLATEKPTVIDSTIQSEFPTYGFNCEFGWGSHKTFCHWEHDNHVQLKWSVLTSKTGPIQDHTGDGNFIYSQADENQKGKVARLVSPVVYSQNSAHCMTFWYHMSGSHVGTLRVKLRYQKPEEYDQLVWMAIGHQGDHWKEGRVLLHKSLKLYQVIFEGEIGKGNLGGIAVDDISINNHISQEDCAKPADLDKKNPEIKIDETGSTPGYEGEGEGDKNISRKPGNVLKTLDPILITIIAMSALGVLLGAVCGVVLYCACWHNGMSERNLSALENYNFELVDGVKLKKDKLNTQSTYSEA
FAS TE block – FAS thioesterase domain inhibitors, primary screen, biochemical, fluorescence intensity, uHTS; AID 602261, 2012; recombinant FAS-TE, OMFH fluorogenic substrate, fluorescence endpoint; 0.67% of 360,000 active; inhibition, % at 15 µM;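 active means compounds whose normalised, plate-corrected inhibition of enzyme fluorescence in the single-dose primary screen is 50% or more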;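 further: 0% = DMSO with enzyme and 100% = substrate without enzyme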
MsrA act – bovine MsrA enzyme activators, primary screen, biochemical, absorbance, HTS | Methionine sulfoxide reductase A (Bos taurus) | purified bovine MsrA, absorbance read-out | activation, % at 10.6 µM | 0.3% of 360,000 active | AID 602163, 2012; in the data active means activation above about 7.5%;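 further: 0% = vehicle and 100% = reference activator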
Rin1 Abl inh – inhibitors of Rin1-Abl protein binding, primary screen, biochemical, TR-FRET | inhibition, % at 7.35 µM | 0.4% of 360,000 active | AID 588664, 2011; in the data active means inhibition above about 5%, passing the limit was not always enough
MsrA inh – bovine MsrA enzyme inhibitors, primary screen, biochemical, absorbance, HTS; Methionine sulfoxide reductase A (Bos taurus); purified bovine MsrA, absorbance read-out; inhibition, % at 15.5 µM; 0.75% of 360,000 active; AID 651718, 2012; in the data active means inhibition above about 4.5%;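 further: 0% = vehicle wells with enzyme and 100% = reference inhibitor wells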
E coli Lon inh – inhibitors of E. coli Lon protease, primary screen, biochemical, fluorescence polarization; P0A9M0; purified E. coli Lon protease; inhibition, % at 7.94 µM; 0.42% of 360,000 active; in the data active means inhibition above about 13%, passing the limit was not always enough;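 further: 0% = enzyme with probe and DMSO and 100% = no enzyme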
* = called active by the depositor; i = inactive; / = no result given.

SMILES	SKN-1 inh	MT1-MMP act inh	Neddyl block	CendR NRP1 mod	FAS TE block	MsrA act	Rin1 Abl inh	MsrA inh	E coli Lon inh
CC(C)C[C@]1(c2ccccc2)ON(c2ccccc2C(F)(F)F)C1=O	4	3	i	12	26	-6	1	-0.4	-2
C[C@H]1CN([C@@H](C)CO)C(=O)CCCn2cc(nn2)CO[C@@H]1CN(C)C(=O)Nc1ccc(F)cc1	-7	2	i	-10	-9	3	2	-0.1	-3
c1ccc(NC2=NCCN2CCC2CCCCC2)cc1	6	1	i	10	-9	0	-1	-1.6	0
O=C(CCc1ccc(S(=O)(=O)NC2CCCCC2)cc1)NCc1ccc(Cl)cc1	11	-1	i	0	11	-1	-3	-0.5	-5
CCc1cccc(C)c1NC(=O)C1CC(=O)N(C2CCCC2)C1 (configuration not stated)	-16	-2	i	-2	-2	-7	3	-1.1	-6
COc1cc(C2N(c3ccccc3)CCN2c2ccccc2)cc(OC)c1OC	12	7	i	5	10	1	2	0.3	-4
CCCc1nnc(NC(=O)CS(=O)(=O)c2ccccc2)s1	6	-3	i	6	-4	-4	3	-0.6	2
COc1cc(OC)c(C2=NOC(C(=O)Nc3cc(C)nn3-c3ccccc3)C2)cc1Cl (configuration not stated)	4	4	i	-3	12	-2	0	-0.1	-11
CSc1nnc(-c2ccccc2)n1N	2	0	i	8	-5	-3	-1	-0.7	-1
CC(C)n1cc(CN2CCCC(C(=O)Nc3ccccc3Oc3cccnc3)C2)cn1 (configuration not stated)	-15	-1	i	-6	-6	-4	2	0.5	-13
CCOC(=O)N1CCC(N2Cc3cccc(C(=O)N4CCN(c5cccc(C)c5C)CC4)c3C2=O)CC1	6	-3	i	2	-2	-2	-1	-1.0	-17
CCCCOC(=O)Nc1ccc(S(=O)(=O)Nc2ccc([N+](=O)[O-])cc2)cc1	7	7	i	18	8	-3	0	-0.3	2
CCC1Nc2ncnc(N3CCOCC3)c2N(Cc2ccc(OC)cc2)C1=O (configuration not stated)	8	0	i	5	-11	-2	3	1.9	-3
CCOC(=O)C1CCN(CC(=O)Nc2c(C(=O)OC)[nH]c3cccc(C)c23)CC1	-9	6	i	2	-5	-4	0	-1.0	-5
CCc1cccc(C)c1N(C(=O)Cn1c(=O)[nH]c2ccccc21)C(C)COC (configuration not stated)	21	-1	i	-1	-3	-5	1	0.5	-5
COCc1ccc(-c2c(-c3ccc(OC)cc3)oc(=O)c3cc(OC)c(OC)cc23)cc1	9	1	i	4	17	-4	3	-0.8	6
CCN(C(=O)COC(=O)c1cc(-c2ccccc2)nn1-c1ccccc1)C1CCS(=O)(=O)C1 (configuration not stated)	0	-5	i	2	4	4	-3	0.2	-1
Cc1ccc(C2(C)NC(=O)N(CCOc3ccccc3)C2=O)cc1 (configuration not stated)	4	2	i	6	-2	3	-2	0.3	-12
CCOC(=O)c1sc2ccc(S(=O)(=O)N3CCOCC3)cc2c1N	18	-6	i	-8	3	-7	1	0.5	3
COc1ccc2[nH]c3c(c2c1)CCN1C(=O)C(CC(=O)NCc2ccco2)C[C@H](C(=O)N2CCCCC2)[C@@]31CCc1ccccc1 (some centres not stated)	3	-27	i	-2	36	-4	-1	-0.9	-6
C[C@H](O)[C@@H]1CN2CCc3c([nH]c4ccccc34)[C@@H]2C[C@@H]1N(C)C(=O)Nc1ccc(Br)cc1	8	5	i	2	0	-2	3	-0.1	-5
COc1cccc2cc(C(=O)NNC(=O)c3ccc(Br)cc3)c(=O)oc12	-6	6	i	18	-3	-7	4	-0.6	-2
COc1ccc(C2=NNC(c3cccs3)=Nc3ccc(OC)cc32)cc1	-3	2	i	2	6	2	0	1.0	11
CC(Sc1nnc(C2CC2)n1C1CC1)C(=O)N(C)C1(C#N)CCCCC1 (configuration not stated)	20	-2	i	9	-7	-3	0	0.6	-6
COc1cccc(C(C(=O)NC2CCCCC2)N(C(=O)c2cccs2)c2ccc3c(c2)OCO3)c1 (configuration not stated)	11	-15	i	-4	20	-7	7	0.1	-2

Brought forward from above: 5 compounds; new compounds follow.
SMILES	SKN-1 inh	MT1-MMP act inh	Neddyl block	CendR NRP1 mod	FAS TE block	MsrA act	Rin1 Abl inh	MsrA inh	E coli Lon inh
C[C@H](O)[C@@H]1CN2CCc3c([nH]c4ccccc34)[C@@H]2C[C@@H]1N(C)C(=O)Nc1ccc(Br)cc1	8	5	i	2	0	-2	3	-0.1	-5
COc1cccc2cc(C(=O)NNC(=O)c3ccc(Br)cc3)c(=O)oc12	-6	6	i	18	-3	-7	4	-0.6	-2
COc1ccc(C2=NNC(c3cccs3)=Nc3ccc(OC)cc32)cc1	-3	2	i	2	6	2	0	1.0	11
CC(Sc1nnc(C2CC2)n1C1CC1)C(=O)N(C)C1(C#N)CCCCC1 (configuration not stated)	20	-2	i	9	-7	-3	0	0.6	-6
COc1cccc(C(C(=O)NC2CCCCC2)N(C(=O)c2cccs2)c2ccc3c(c2)OCO3)c1 (configuration not stated)	11	-15	i	-4	20	-7	7	0.1	-2
Cc1ccc(C2(C)NC(=O)N(Cc3c(C)noc3C)C2=O)cc1 (configuration not stated)	-4	-4	i	1	0	-3	1	2.5	-2
COCCn1c(=NC(=O)C(C)(C)C)sc2cc([N+](=O)[O-])ccc21	7	0	i	0	14	-2	1	1.6	7
O=C(Cc1c(C(=O)O)[nH]c2ccc(Cl)cc12)Nc1ccc2c(c1)OCCO2	2	2	i	-1	9	-5	2	-0.1	5
COC(=O)Nc1ccc(S(=O)(=O)n2cnc3ccccc32)cc1	0	1	i	9	-9	-5	-5	0.6	0
CCCNC(=O)c1cc(C2CCCN(C(=O)c3cc(C(C)(C)C)nn3C)C2)on1 (configuration not stated)	6	2	i	-10	-7	-3	-1	-0.2	-8
O=C1c2ccccc2C(=O)c2cc(N3CCCCC3)ccc21	60	-28	i	-36	15	4	2	-0.2	-90
Cc1cccc(NC(=O)CN2CCN(C(=O)c3ccc(-c4nc5ccccc5s4)o3)CC2)c1C	23	0	i	-18	10	-3	2	-0.7	-8
CC1S/C(=N/N=C/c2ccco2)NC1=O (configuration not stated)	-20	0	i	1	-11	-12	0	3.7	-6
Cc1ccc(C(=O)NNC(=O)CCC(=O)Nc2cc(C)on2)cc1	-1	2	i	-6	-9	-3	-1	0.1	0
Cc1ccc(CNC(=O)c2cc(-c3ccccc3C)n(CC3CC(c4cccc([N+](=O)[O-])c4)=NO3)n2)cc1 (configuration not stated)	-11	2	i	16	25	-4	1	-0.3	-6
CSc1nc2c(cc1C#N)C(=O)CC(C)(C)C2	-8	-1	i	-4	4	-4	0	1.6	1
O=C(CCSc1ccccc1Cl)NNC(=O)c1ccncc1	21	4	i	1	-6	5	4	-0.6	-3
O=C(Cc1cccc2ccccc12)NCCC1=CCCCC1	7	-1	i	3	10	-3	0	1.2	4
COc1ccccc1N1CCN(/N=C/c2c(C)nn(-c3ccccc3)c2C)CC1	-12	6	i	-2	11	-3	-4	0.1	-4
COc1ccc(OC)c2c(C)cc(N3CCCCCC3)nc12	6	2	i	13	1	-1	-3	4.5	0
COc1ccc(C)cc1NC(=O)NNC(=O)C(C)Oc1ccc([N+](=O)[O-])cc1 (configuration not stated)	22	-3	i	9	10	-3	1	1.4	-2
CCSc1nnc(-c2cc(Br)ccc2NC(C)=O)c(=O)[nH]1	8	0	i	-14	-5	-4	1	0.4	-1
Cc1cc(C)n2nc(C(=O)OCC(=O)N(C)Cc3ccccc3)nc2n1	-2	1	i	2	-3	-2	2	1.2	-1
Cc1cc(C)n(-c2nc3c(c(=O)n(C)c(=O)n3C)n2CCO)n1	14	4	i	-10	-6	0	-4	0.1	-6
CCN1C(=O)[C@@H]2[C@H](C1=O)[C@@H]1C(=O)Nc3ccccc3C(=O)N1[C@@H]2c1cccc(OC)c1	9	2	i	-8	-10	-3	-1	-0.2	8
COc1cccc(NC(=O)CN2CCN(S(=O)(=O)c3ccc(F)cc3)CC2)c1	1	0	i	-2	1	-7	2	0.8	-2
C[C@@H]1CN([C@@H](C)CO)C(=O)CCCn2cc(nn2)CO[C@H]1CN(C)C(=O)c1ccc2ccn(C)c2c1	10	2	i	-11	-5	1	2	0.9	3
COc1ccc(CCNC(=O)c2ccc(OCC(=O)N3CCOCC3)c(OC)c2)cc1OC	5	-7	i	-1	-4	-3	1	-0.3	-2
COc1ccc(OCC(=O)N(C)CC2COc3ccccc3O2)cc1 (configuration not stated)	0	0	i	3	0	7	4	0.5	-13
CCOC(=O)C1C(=O)OC(C)(C)C1C(C)C(=O)c1ccc(OC)cc1 (configuration not stated)	7	5	i	-15	0	1	-1	-0.5	-5
Next results follow:
SMILES	SKN-1 inh	MT1-MMP act inh	Neddyl block	CendR NRP1 mod	FAS TE block	MsrA act	Rin1 Abl inh	MsrA inh	E coli Lon inh
C=CCN(CC=C)Cc1cc(=O)oc2cc(OC)c(Cl)cc12	10	0	i	1	28	-2	6	-0.5	-8
O=C(CCCn1c(=O)c2sccc2n(CC(=O)NCC2CCCO2)c1=O)NCc1ccco1 (configuration not stated)	-16	-10	i	-4	-7	-9	1	2.9	-1
CN1CCC(=O)N([C@H](CN=[N+]=[N-])c2ccccc2)CC1	11	-2	i	10	-10	-2	1	0.3	0
CCc1nnc(NC(=O)CSc2nnc(Cc3ccccc3)n2-c2ccc(OC)cc2)s1	-16	2	i	2	-2	-2	2	-1.2	2
COc1ccc(CSc2ncnc3sccc23)cc1F	1	-3	i	1	28	-4	-2	-1.3	-1
Oc1c(C=C2N=c3ccccc3=N2)sc(=S)n1C1CCCC1	-6	3	i	-6	-4	-3	-5	1.3	-2
O=C(CN1C(=O)CCC1=O)NNc1ccc2ccccc2c1	12	-2	i	-5	-6	0	2	2.5	-3
CCCCOc1ccc(C(=O)NCC(=O)N(C)Cc2nc3ccccc3c(=O)[nH]2)cc1	3	5	i	1	-1	-5	3	-0.6	-19
CC(C)CNS(=O)(=O)c1ccc(OCC(=O)Nc2ccc3c(c2)OCO3)c(Cl)c1	-15	3	i	3	1	-1	-3	0.0	-10
CCn1c(CNc2cccc(C(F)(F)F)c2)n[nH]c1=S	3	1	i	-2	-7	2	0	-0.3	-7
O=C(Nc1c(C(=O)N2CCOCC2)cnn1-c1ccccc1)c1ccccc1	7	0	i	-3	-13	0	-1	0.8	-1
O=C(OCc1nc2ccccc2s1)c1cccc(S(=O)(=O)N2CCOCC2)c1	-7	-1	i	9	10	6	1	0.8	-7
NC(=O)c1ccc(SCC(=O)OCC(=O)NCc2cccs2)c([N+](=O)[O-])c1	-11	-3	i	9	-4	-4	-2	1.5	2
CC(NC(=O)CNC(=O)C1CCCCC1)c1ccc(S(N)(=O)=O)cc1 (configuration not stated)	5	8	i	0	-5	-1	0	-0.2	3
COCCNc1oc(-c2ccc(C)cc2)nc1C#N	-6	-1	/	10	-4	-2	2	0.8	-2
CC(C)(C)OC(=O)N1CCC[C@H]1C(=O)O	8	-3	i	10	-14	-11	0	-0.1	-4
CC(C)N(C(=O)CSc1ccc(S(=O)(=O)N2CCCCC2)cn1)C(C)C	-2	1	i	-2	3	-9	5	0.8	6
COc1cc2c(cc1OC)N1C(=O)CC(OCC(=O)O)C3C4CC5(CCN5C(=O)C4=O)C2C31 (configuration not stated)	-4	0	i	3	-4	-2	-2	2.2	-2
COc1cc(N2Cc3ccccc3C2)ccc1C=O	6	-6	i	-2	4	-5	0	1.1	-3

Screening results from PubChem BioAssay.
